# Screens (PubChem)
# BLM helicase inh: Bloom syndrome helicase (human) inhibition | P54132 | recombinant BLM DNA unwinding, fluorescence dequenching | Potency, µM (doses to about 56.1 µM), inactives show top-dose activity change, negative = inhibition, usual class: inhibitors | actives 0.2% (n = 350,000) | AID 2528;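 also: potency is read from the fitted curve at half-maximal effect; plate controls were vehicle for no effect and no enzyme for full effect; nearly all actives have a fitted effect of over 35% in size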
# GRP78 ERSR act: induces the endoplasmic reticulum stress response in human glioma cells | Potency, µM, for inactives: top-dose activation, usual class: activators | actives 0.02% (n = 420,000) | AID 602332 | U87-MG GRP78 promoter luciferase reporter, 16 h; also: potency is read from the fitted curve at half-maximal effect; series mostly up to about 76 µM; % of control where 0% means no effect; nearly all actives have a fitted effect of over 35% in size
#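 ERSR induction read as luciferase luminescence (Bright-Glo, 10 min at room temperature) in stably transfected human U87-MG glioma cells exposed to compounds for 16 h, using GRP78 as sensor.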
# LDHA inh: inhibitors of human lactate dehydrogenase A | purified LDHA, NADH/diaphorase-resazurin fluorescence; hits give low values | actives 0.15% (n = 480,000) | activity change, % (values are at about 110 or 230 µM) | AID 1347041 | P00338; in the data active = activity change below about -30%; inconclusive = mostly about -25% to -30%;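 also: plate controls were DMSO wells for no effect and wells without enzyme for full effect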
#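 Resorufin fluorescence (ex540/em590), read at 0 and 20 min after diaphorase/resazurin addition, reports the NADH left after a 5 min room-temperature reaction of 2 nM human LDH5 with 0.06 mM NADH and 0.2 mM pyruvate.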
# POLH inh: blocks human DNA polymerase eta activity. Q9Y253. recombinant Pol eta, fluorescent DNA replication assay. Potency, µM (top dose mostly 114 µM), without a hit: at the highest dose activity change, negative = inhibition, most hits filed as inhibitors. actives 1.2% (n = 390,000). AID 588591; also: potency is read from the fitted curve at half-maximal effect; % is scaled to controls: 0 for no effect and ±100 for the full control effect
#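 Fluorescent replication assay: 50 nM final substrate added after a 15 min room-temperature compound preincubation with 10 nM enzyme. Signal taken at 0 min and again at 10 min.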
# Pol kappa inh: DNA polymerase kappa (human) inhibition; Q9UBT6; purified Pol kappa, fluorescent DNA synthesis assay, 10 min; actives 0.53% (n = 400,000); Potency, µM (top dose mostly 107 µM), for the others: at the highest dose activity, negative = inhibition, actives largely listed as inhibitors; AID 588579; also: potency is read from the fitted curve at half-maximal effect; % is scaled to controls: 0 for no effect and ±100 for the full control effect
#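 10 nM Pol kappa was preincubated with compounds for 15 min at room temperature. Reaction started with 50 nM (final) substrate. Fluorescence read kinetically at 0 and 10 min.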
# POLI inh: inhibitors of human DNA polymerase iota; actives 1% (n = 390,000); Potency, µM (doses to about 115 µM), for the others: top-dose activity, negative = inhibition, actives largely listed as inhibitors; Q9UNA4; Pol iota fluorescent replication assay, 10 min; also: potency is read from the fitted curve at half-maximal effect
# Target sequence (Q9UNA4 whole entry, looked up): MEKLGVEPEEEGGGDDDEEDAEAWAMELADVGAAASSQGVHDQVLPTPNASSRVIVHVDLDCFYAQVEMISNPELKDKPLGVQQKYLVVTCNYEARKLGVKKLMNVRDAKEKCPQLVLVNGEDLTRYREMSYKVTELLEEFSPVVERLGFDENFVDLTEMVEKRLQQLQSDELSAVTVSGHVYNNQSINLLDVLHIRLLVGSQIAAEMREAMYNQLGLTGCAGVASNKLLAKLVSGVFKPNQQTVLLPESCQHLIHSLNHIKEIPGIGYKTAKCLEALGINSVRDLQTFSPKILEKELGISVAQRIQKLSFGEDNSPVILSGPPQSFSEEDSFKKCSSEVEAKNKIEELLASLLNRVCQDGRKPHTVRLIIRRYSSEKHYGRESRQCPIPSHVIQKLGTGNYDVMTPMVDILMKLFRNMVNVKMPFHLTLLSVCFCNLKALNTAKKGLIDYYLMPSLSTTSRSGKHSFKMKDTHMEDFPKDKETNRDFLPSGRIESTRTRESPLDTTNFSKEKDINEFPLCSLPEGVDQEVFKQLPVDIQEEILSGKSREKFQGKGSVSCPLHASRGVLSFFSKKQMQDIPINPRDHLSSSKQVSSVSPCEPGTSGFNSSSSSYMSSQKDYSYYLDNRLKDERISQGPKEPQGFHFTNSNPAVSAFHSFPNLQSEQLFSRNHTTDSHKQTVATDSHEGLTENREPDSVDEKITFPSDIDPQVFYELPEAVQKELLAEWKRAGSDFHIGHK
#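 Fluorescent replication assay read twice, at 0 min and 10 min after adding 50 nM (final) substrate. Enzyme (10 nM) and compounds were first incubated 15 min at room temperature; enzyme-free buffer wells were negative controls.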
# Pol beta inh: blocks human DNA polymerase beta activity | P06746 | Pol beta primer extension/strand displacement, fluorescence kinetic | Potency, µM (titrated, usually from 114 µM), without a hit: top-dose activity change, negative = inhibition, actives largely listed as inhibitors | actives 1.3% (n = 340,000); also: potency is read from the fitted curve at half-maximal effect; % is scaled to controls: 0 for no effect and ±100 for the full control effect
#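 Pol beta (10 nM) and compounds were preincubated 15 min at room temperature, then 50 nM substrate (final) started primer extension/strand displacement. Reads were taken at 0 and 10 min; concentration-response data were fitted to a four-parameter Hill equation.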
# APEX1 inh: inhibitors of human APE1 endonuclease. P27695. recombinant APE1, TAMRA/BHQ-2 abasic DNA cleavage fluorescence. Potency, µM (highest dose often 65.8 µM), without a hit: at the top dose activity change, negative = inhibition, hits mostly inhibitors. actives 0.35% (n = 350,000). AID 2517;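 also: potency is read from the fitted curve at half-maximal effect; plate controls were vehicle for no effect and reference inhibitor for full effect; nearly all actives have a fitted effect of over 55% in size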
#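 Step 1: APE1 (0.75 nM) with compound, 15 min RT. Step 2: add 50 nM fluorophore/quencher THF duplex. Step 3: three fluorescence reads 60 s apart (525/598 nm); read 3 minus read 1 = reaction progress.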
# Anesthetic bind: candidate novel general anesthetic via apoferritin binding. P02791. apoferritin/1-aminoanthracene competitive binding, fluorescence. Potency, µM (doses to about 77.5 µM), inactives show top-dose activity change, negative = displacement, actives largely listed as inhibitors. actives 0.074% (n = 350,000); also: potency is read from the fitted curve at half-maximal effect; % is scaled to controls: 0 for no effect and ±100 for the full control effect; nearly all actives have a fitted effect of over 20% in size
# Target sequence (P02791 2-175 limits assumed): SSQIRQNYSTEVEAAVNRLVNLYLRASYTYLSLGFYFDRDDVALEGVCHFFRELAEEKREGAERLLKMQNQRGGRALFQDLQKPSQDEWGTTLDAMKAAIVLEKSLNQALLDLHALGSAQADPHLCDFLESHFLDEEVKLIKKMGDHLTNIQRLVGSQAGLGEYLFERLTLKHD
#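 Steps: apoferritin (10 uM) was premixed with half-saturated 1-AMA in PBS, compounds were pin-transferred, plates stood 10 min at room temperature, fluorescence was read at 380/535 nm, and curves were fitted with a Hill equation.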
# * hit, by the source's call; ? = inconclusive; · = not tested or not shown; [ ] = another dose, or the depositor's remark. Unless noted, calls follow the shape of the dose curve; as a rule, active = well fitted curve in the direction sought with a large enough effect; inconclusive = small, poorly fitted or top-dose-only effect, or another doubt; inactive = no such curve, though single readings can be large; an effect the other way counts as inactive or inconclusive.
SMILES,BLM helicase inh,GRP78 ERSR act,LDHA inh,POLH inh,Pol kappa inh,POLI inh,Pol beta inh,APEX1 inh,Anesthetic bind
COc1ccccc1N(Cc1cc(=O)[nH]c2ccccc12)C(C)=O,-1.8%,-3.1%,-6.7,1.9%,-0.9%,9.3%,13.9%,-3.4%,3.5%
Cc1ccc(C(=O)Nc2ccc3c(c2)OCO3)cc1Cl,-1.8%,·,·,·,·,·,?,31.3%,-8.2%
CCOC(=O)c1ccccc1NC(=O)CN(c1ccccc1OC)S(C)(=O)=O,-3.8%,-2.4%,-15.5,-3.9%,-4.3%,27.3%,29.7%,0.8%,-7.2%
COCCCNc1nc2c(-c3cccc(C)c3)nnn2c2ccc(Cl)cc12,-18.8%,-4.7%,0.8,25.1µM*,-24.3%,?,35.5µM*,3.4%,-1.9%
CC1=CC(C)C(C(=O)O)C(C(=O)Nc2cccnc2)C1 (stereo not given),-9.0%,-6.7%,-8.1,5.9%,-1.2%,19.3%,2.1%,0.5%,-5.8%
CCOC(=O)N1CCc2c(sc(NCc3ccc(N(CC)CC)cc3)c2C(=O)Nc2cc(OC)ccc2OC)C1,-11.5%,-3.5%,18.1,-18.4%,-17.2%[60.1 µM],23.6%,24.2%,·,-8.6%
O=C(CN1CCC2(CC1)OCCO2)c1c[nH]c2ccccc12,1.1%,-5.4%,-1.6,-10.6%,5.3%,-2.3%,2.6%,-2.3%,-10.4%
CC1=C(C#N)C(NC(=O)c2ccco2)(C(F)(F)F)C(=O)N1 (stereo not given),-0.6%,-3.4%,-7.7,-6.7%,5.4%,23.2%,-14.2%,-1.3%,-6.2%
NC(=NC(=O)c1ccccc1)C1=C(O)CCC1=O,1.0%,4.0%,-2.5,-13.2%,2.1%,11.3%,0.7%,0.3%,-16.3%
O=C(Nc1sc2c(c1C(=O)NC1CC1)CCCCCC2)c1ccco1,-2.4%,-0.7%,-6.7,-7.5%,-3.0%,-26.7%[58.9 µM],-7.5%,0.6%,-6.3%
CC1(C)Cc2ccccc2C(NN=C2CCCC2)=N1,3.6%,-5.5%,-4.1,2.1%,-12.3%,62.2%[activator],51.7%,23.7%,-12.9%
CCCCOC(=O)C1=C(N)N2C(=O)C(C)SC2=C(C(=O)OCC)C1c1ccc(O)c(OC)c1 (stereo not given),-12.2%,-1.0%,20.5,-17.6%,-23.9%,?,-13.8%,-5.6%,-9.8%

# Full records as entered above. Order of screens: BLM helicase inh, GRP78 ERSR act, LDHA inh, POLH inh, Pol kappa inh, POLI inh, Pol beta inh, APEX1 inh, Anesthetic bind
# `CC1=CC(C)C(C(=O)O)C(C(=O)Nc2cccnc2)C1` (stereo not given) across the screens: -9.0%, -6.7%, -8.1, 5.9%, -1.2%, 19.3%, 2.1%, 0.5%, -5.8%
# `NC(=NC(=O)c1ccccc1)C1=C(O)CCC1=O` across the screens: 1.0%, 4.0%, -2.5, -13.2%, 2.1%, 11.3%, 0.7%, 0.3%, -16.3%

# Later entries:
SMILES,BLM helicase inh,GRP78 ERSR act,LDHA inh,POLH inh,Pol kappa inh,POLI inh,Pol beta inh,APEX1 inh,Anesthetic bind
Cc1ccc([N+](=O)[O-])cc1N(CC(=O)NCC1CCCO1)S(C)(=O)=O (stereo not given),-3.6%,-4.7%,-0.6,-1.6%,-0.8%,9.5%,13.8%,-1.4%,-3.1%
CC(C)C[C@@H]1NC(=O)[C@H](Cc2ccccc2)N(C)C(=O)[C@H](C)NC(=O)c2ccccc2NC(=O)[C@H](Cc2ccc(O)cc2)N(C)C1=O,-7.6%,-2.1%,3.4,0.6%,11.9%,19.5%,3.2%,-6.5%,-5.0%
CC(C(=O)N1CCc2ccccc21)N1CCN(Cc2ccccc2)CC1 (stereo not given),-2.8%,-4.7%,-1.9,-0.3%,-17.0%,-25.3%,14.3%,34.7%,-10.1%
COC(=O)C1=C(C(=O)OC)[C@@H]2N(Cc3ccccc3)c3ccccc3[C@@]23C[C@@H](C(=O)OC)N(C(C)=O)C3=N1,-3.6%[12.4 µM],-1.8%,0.2,-19.1%,-2.7%,19.1%,-1.6%,-1.7%[12.4 µM],2.1%
CCOC(=O)c1ccc(NC(=O)c2c(Cl)cc(C)nc2C)cc1,-2.7%,-1.2%,-3.4,0.6%,-9.7%,14.6%,23.7%,18.5%,-3.6%
COc1ccc(S(=O)(=O)N2CCN(c3ccc(F)cc3)CC2)cc1C(=O)N1CCOCC1,-6.5%,-6.4%,-1.4,-15.9%,-11.1%,95.3%[activator],-14.5%,48.8%[activator],10.3%
Cc1ccc(NC(=O)Nc2c(C)[nH]c(=O)[nH]c2=O)cc1Cl,-1.9%,-0.3%,-3.9,-2.1%,-2.8%,-12.3%,-18.2%,27.0%,-1.6%
Cc1ccc2c(c1)c1c(c(=O)n(-c3ccccc3C)c(=O)n1CC(=O)N1CCCC1)n2C,-0.3%,-2.8%,-4.5,-7.0%,-13.9%,10.9%,24.5%,·,41.6%[activator]
O=c1nc(NO)ccn1C1CCCO1 (stereo not given),·,-3.7%,13.4,-4.4%,-3.5%,23.3%,·,·,·
CC1=C(C(=O)Nc2ccccc2Cl)C(c2cccc(O)c2)n2ncnc2N1 (stereo not given),2.0%,-3.1%,0.7,-13.7%,-5.0%[60.1 µM],-3.5%,7.3%,·,27.4%
CCN(C(=O)COC(=O)c1ccccc1Oc1ccccc1)c1c(N)n(Cc2ccccc2)c(=O)[nH]c1=O,·,1.8%,-2.8,-11.8%,-16.3%,5.4%,·,·,·
CC(=O)Nc1ccc(C(=O)N/C(=C\c2ccccc2)C(=O)Nc2cccc(C(=O)O)c2)cc1,-3.3%,-0.3%,-6.3,-19.0%,5.2%,34.7%[activator],23.8%,?,-15.3%
CC(O)CNc1nc2ccccc2n1-c1ncnc2sc3c(c12)CCC3 (stereo not given),6.6%,5.4%,-3.7,-3.9%,-2.3%,8.5%,27.2%,14.9%,-23.2%
CCOc1cc(Cl)c(S(=O)(=O)n2ccnc2)cc1Cl,-2.8%,0.4%,-2.3,-17.2%,-4.4%,15.4%,4.4%,·,0.3%
NC(=O)c1ccccc1NC(=O)CC12CC3CC(CC(Br)(C3)C1)C2,-6.6%,-4.0%,0.6,-11.6%,-4.0%,59.9%[activator],14.7%,34.3%,4.6%
Cc1ccc(Cn2c(SCC(=O)N(C)C3CCS(=O)(=O)C3)nc3ccccc3c2=O)cc1 (stereo not given),·,1.0%,-4.2,-0.9%,-10.8%,12.6%,·,2.6%,·
O=C(Nc1ccc(F)cc1F)c1noc2c1CCc1ccccc1-2,-2.3%,-1.7%,3.1,-15.0%,-11.2%,2.0%,-12.6%,·,6.4%
CCOc1ccc(S(=O)(=O)N(CC(=O)Nc2cc(C)on2)Cc2ccccc2Cl)cc1,-12.7%,-1.4%,-1.3,-17.0%,-9.2%,12.4%,-20.6%,-6.7%,50.5%[activator]
COc1ccc(S(=O)(=O)N2CCCCC2)cc1NC(=O)CCCOc1ccc(C)cc1,·,-2.0%,-3.6,-15.1%,-8.1%,0.1%,·,16.1%,·
COc1cc(OC)c(C(=O)OCC(=O)N2CCN(S(=O)(=O)c3ccc(C)cc3C)CC2)cc1OC,·,-4.2%,0.3,-1.4%,-5.7%,59.2%[activator],·,·,·
OCC1(CCc2ccccc2)CCN(Cc2c(F)ccc(F)c2F)CC1,-4.1%,-3.1%,0.3,-19.3%,-0.7%,5.3%,27.7%,-2.2%,-15.6%
Cc1ccc2c(c1)c1nnc(SCC(=O)NC3CC3)nc1n2C,-1.9%,·,·,·,·,·,4.9%,2.6%,-1.0%
Cc1ccsc1/C=N/NC(=O)c1nnn(-c2nonc2N)c1CSc1ccccc1,-2.9%,-0.2%,-3.7,-14.8%,-11.7%,27.6%,-1.6%,8.5%,-14.2%
CCC(C(=O)NCCCN1CCN(CCCNC(=O)C(CC)c2ccccc2)CC1)c1ccccc1 (stereo not given),5.9%,-4.1%,-4.2,-1.4%,-2.3%,-0.2%,4.2%,-0.1%,-6.8%
COCCNc1oc(-c2ccc(COc3ccc(OC)cc3)o2)nc1C#N,-4.4%,-1.7%,1.9,-19.6%,-12.8%,-5.8%,-3.0%,·,72.5%[activator]
O=C1CSC(=Nc2ccc(Cl)cc2)N1,-1.6%,1.2%,1.6,-10.6%,-7.9%,12.8%,14.4%,-0.8%,-5.1%
Cc1ccc(C(=O)Nc2cc(-c3ccn[nH]3)c(C)n(N)c2=O)cc1,-3.8%,0.5%,-2.3,-12.8%,-2.7%,113.9%[activator],24.7%,-7.0%,-8.6%
O=C(Cc1csc(Nc2nc(=S)[nH]c3ccccc23)n1)N1CCN(c2cccc(C(F)(F)F)c2)CC1,-2.5%,5.4%,-18.9,-1.2%,-4.0%,37.9%[activator],-4.2%,-11.8%,-7.6%
COc1ccccc1N1CCN(C(=O)c2ccc(N3CCCC3=O)cc2)CC1,3.1%,-3.8%,-2.6,-14.6%,0.6%,16.3%,-0.1%,?,-10.6%
NS(=O)(=O)c1ccc(CCNC(=O)COC(=O)C2COc3ccccc3O2)cc1 (stereo not given),·,-7.2%,-3.1,-4.9%,-0.7%,21.0%,·,0.6%,·
CCN1C(=O)[C@H]2[C@H]3[C@H](O)[C@H](O)C/C(=N/OCC(C)C)[C@H]3CC[C@@H]2C1=O,5.6%[12.4 µM],-4.0%,·,·,·,·,·,5.3%[12.4 µM],3.5%[15.3 µM]
CSc1nc(N)cc(=O)[nH]1,-0.1%,-1.5%,-7.1,-1.7%,0.6%,-7.9%,-1.6%,-0.8%,-10.5%
O=C(NCCc1c[nH]c2ccccc12)/C(=C\c1ccco1)NC(=O)c1ccco1,3.3%,-4.0%,-3.0,-6.7%,-20.4%,18.4%,38.0%,-0.9%,-10.8%
COc1ccc(Cl)cc1NC(=O)COC(C)=O,-0.5%,-4.4%,4.8,-16.1%,13.3%,2.7%,0.6%,-9.1%,-2.7%
N#Cc1c(N2CCCCC2)nc(N)c2c(N)nc3c(c12)CC(c1ccccc1)O3 (stereo not given),-15.1%,-2.4%,9.8,-11.6%,-3.7%,10.0%,14.4%,-1.5%,127.2%[activator]

# The list is partial; count on the stated rates, not on these rows.
